PfG6PD inh: PfG6PD (Plasmodium falciparum) enzyme inhibition | 350,000 tested, 0.78% active | inhibition, % at 20 µM | PfGluPho enzyme, NADPH resazurin-diaphorase fluorescence | AID 504690;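 active = inhibition reaching at least a set limit at 20 µM in the primary screen, cut at about 59% in these data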;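 note: 0% = DMSO wells with substrate and 100% = DMSO wells lacking glucose-6-phosphate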
SENP6 inh: blocks the human protease SENP6; Q9GZR1; inhibition, % at 10 µM; 330,000 tested, 1.8% active; Recombinant SENP6 catalytic domain, aminoluciferin luminescence; AID 2599;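 active = inhibition above about 50% at the single tested dose, limit read from the data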;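 note: plate controls were DMSO wells with enzyme for no effect and DMSO wells lacking enzyme for full effect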
Target sequence (Q9GZR1 628-1112 limits assumed): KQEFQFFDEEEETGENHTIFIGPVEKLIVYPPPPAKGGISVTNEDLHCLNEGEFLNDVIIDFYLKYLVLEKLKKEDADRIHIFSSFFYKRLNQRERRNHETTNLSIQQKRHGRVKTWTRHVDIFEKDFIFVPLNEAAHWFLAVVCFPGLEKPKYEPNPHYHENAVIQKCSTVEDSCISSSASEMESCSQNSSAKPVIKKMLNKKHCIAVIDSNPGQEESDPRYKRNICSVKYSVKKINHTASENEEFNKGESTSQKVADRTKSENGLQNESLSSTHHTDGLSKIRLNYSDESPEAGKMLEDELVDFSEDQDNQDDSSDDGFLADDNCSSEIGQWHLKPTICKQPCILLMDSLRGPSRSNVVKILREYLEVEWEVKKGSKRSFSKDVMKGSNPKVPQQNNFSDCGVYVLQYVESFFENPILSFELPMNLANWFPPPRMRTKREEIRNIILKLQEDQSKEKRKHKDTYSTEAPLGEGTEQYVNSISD
SENP8 block-1: blocks the human protease SENP8; Q96LD8; purified SENP8, Z-RLRGG-aminoluciferin cleavage, luminescence; inhibition, % at 10 µM; 330,000 tested, 1.2% active; AID 2540; in the data active = inhibition above about 50%
UBC13 polyUb: blocks human UBC13 polyubiquitin chain formation | P61088 | TR-FRET | inhibition, % at 20 µM | 330,000 tested, 0.47% active | AID 485273; in the data active = inhibition above about 45%, passing the limit was not always enough
Target sequence (P61088 whole entry, looked up): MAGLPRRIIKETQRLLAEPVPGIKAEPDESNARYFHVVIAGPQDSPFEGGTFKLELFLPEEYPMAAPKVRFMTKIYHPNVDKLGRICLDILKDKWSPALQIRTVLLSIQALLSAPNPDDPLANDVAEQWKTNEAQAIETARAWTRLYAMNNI
MIN6 prolif: induces beta-cell replication in MIN6 cells; MIN6 cells proliferation, ATPlite luminescence, 48 h; cells starved in 0.2% serum; 100% = growth in 10% serum; proliferation, % at 10 µM; 330,000 tested, 0.29% active;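 active = compounds whose signal lies at least 3.5 SD above the mean of all wells on their plate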;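 note: 0% = DMSO-treated cells in low-serum medium and 100% = 10% serum control; some compounds called inactive have numbers as strong as hits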
HKDC1 inhibitor: HKDC1 (human) hexokinase inhibition; Q2TB90; recombinant HKDC1, G6PDH/diaphorase resazurin coupled fluorescence; inhibition, % at 20 µM; 340,000 tested, 0.16% active; AID 493160;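 active = inhibition above about 35% when tested at 20 µM, limit read from the data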;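 note: plate controls were DMSO wells with enzyme for no effect and DMSO wells lacking enzyme for full effect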
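test system = in-house recombinant HK5 (HKDC1) enzyme | amount = HKDC1 at 5 µg/mL | control set = DMSO-enzyme wells negative, buffer-substituted wells positive | compound = one dose of 20 µM, 1% DMSO | schedule = reaction time 90 min, room temperature, protected from light | technique = resorufin fluorescence at 613 nm | reagent = glucose with 1 mM ATP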
SENP8 block-2: blocks human SENP8 cleavage of Nedd8 substrate; recombinant SENP8, Nedd8 substrate fluorescence; inhibition, % at 20 µM; 360,000 tested, 0.64% active; AID 602440; in the data active = inhibition mostly above about 40%, no sharp cut-off; inactive = mostly below about 27%
SENP1 FRET inh: inhibitors of human SENP1 SUMO protease catalytic domain; inhibition, % at 10 µM; 360,000 tested, 0.21% active; Q9P0U3; recombinant SENP1 catalytic domain, CyPet-SUMO1-YPet FRET cleavage; AID 624204;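 active = inhibition at least 30% at 10 µM, raw YFP signal under a set limit, fluorescence ratio 0.5 to 1.5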;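 note: 0% = enzyme with DMSO and 100% = no enzyme wells; some results filed as inactive read as strong as hits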
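Material: hSENP1 catalytic domain, recombinant; medium: Tris pH 8 with BME, BSA, NP40 and catalase; compound: single concentration of 10 µM compound, 0.5% DMSO final; technique: FRET read of cyan and yellow fluorescence; timing: 50 min enzyme reaction, room temperature, light-protected; reagent: SFCypet-SUMO1-SFYpet substrate at 25 nM; control set: no-enzyme low, enzyme-DMSO high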
SENP7 block: SENP7 protease inhibition | Q9BQF6 | recombinant SENP7, Z-RLRGG-aminoluciferin luminescence, 40 min | inhibition, % at 5 µM | 330,000 tested, 1.5% active | AID 434973;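 active = inhibition above about 50% at the single test dose, limit read from the data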;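 note: plate controls were DMSO with enzyme for no effect and no enzyme buffer wells for full effect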
Target sequence (Q9BQF6 706-1050 limits assumed): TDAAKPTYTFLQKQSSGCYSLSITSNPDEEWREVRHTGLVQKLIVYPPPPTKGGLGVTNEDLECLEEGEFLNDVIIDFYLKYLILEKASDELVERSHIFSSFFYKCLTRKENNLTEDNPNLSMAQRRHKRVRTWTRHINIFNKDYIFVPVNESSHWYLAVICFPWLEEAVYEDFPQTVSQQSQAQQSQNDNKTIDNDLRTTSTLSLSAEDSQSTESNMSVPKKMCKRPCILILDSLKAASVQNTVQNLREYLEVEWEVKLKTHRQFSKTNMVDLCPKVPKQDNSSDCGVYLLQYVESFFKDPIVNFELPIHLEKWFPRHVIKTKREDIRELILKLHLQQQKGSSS
Starred values were filed as active, the others as inactive.

Results for CCN1C2=C(C(=O)CCC2)C(c2ccc(O)c(Br)c2)C2=C1CCCC2=O ?
PfG6PD inh: 2; SENP6 inh: -13; SENP8 block-1: -7; UBC13 polyUb: 6; MIN6 prolif: 2; HKDC1 inhibitor: 10; SENP8 block-2: -283; SENP1 FRET inh: -77; SENP7 block: 1

Results for O=C(Nc1ccccc1C(F)(F)F)N1CCC(n2c(=O)[nH]c3ccccc32)CC1 ?
PfG6PD inh: 0; SENP6 inh: 4; SENP8 block-1: -4; UBC13 polyUb: -3; MIN6 prolif: -1; HKDC1 inhibitor: -8; SENP8 block-2: 27; SENP1 FRET inh: -5; SENP7 block: -6

Results for CCOc1ccccc1NC(=O)C(OC(=O)c1ccccc1O)c1ccccc1 (stereo not drawn) ?
PfG6PD inh: 2; SENP6 inh: -4; SENP8 block-1: 3; UBC13 polyUb: 30; MIN6 prolif: -1; HKDC1 inhibitor: 3; SENP8 block-2: 2; SENP1 FRET inh: 2; SENP7 block: 18

How did CCC(C)c1ccc(S(=O)(=O)N2CCN(C(=O)c3ccc(Cl)c(S(=O)(=O)N4CCOCC4)c3)CC2)cc1 (stereo not drawn) do in these assays?
PfG6PD inh: 11; HKDC1 inhibitor: 8; SENP8 block-2: 4; SENP1 FRET inh: -1

What do the screens show for `CC(C)[C@@H]1CC[C@@H](C)c2c(-c3ccccc3)n[nH]c21`?
PfG6PD inh: 4; SENP6 inh: -14; SENP8 block-1: 2; UBC13 polyUb: 12; MIN6 prolif: -4; HKDC1 inhibitor: -2; SENP8 block-2: 12; SENP1 FRET inh: 3; SENP7 block: 5

Results for O=C(NCC(c1ccco1)N1CCOCC1)c1ccc(Cl)cc1 (stereo not drawn) ?
PfG6PD inh: 0; SENP6 inh: -2; SENP8 block-1: 3; UBC13 polyUb: 0; MIN6 prolif: 3; HKDC1 inhibitor: -7; SENP8 block-2: 5; SENP1 FRET inh: 0; SENP7 block: -7

What do the screens show for `O=C(CCN1CCCCCC1)c1ccccc1`?
PfG6PD inh: 10; SENP6 inh: -10; SENP8 block-1: 0; UBC13 polyUb: 7; MIN6 prolif: -5; HKDC1 inhibitor: -4; SENP8 block-2: 10; SENP1 FRET inh: 0; SENP7 block: 5

What do the screens show for `CCOP(=O)(NC12CC3CC(CC(C3)C1)C2)NC12CC3CC(CC(C3)C1)C2`?
PfG6PD inh: -2; SENP6 inh: 2; SENP8 block-1: -1; UBC13 polyUb: -15; MIN6 prolif: -7; HKDC1 inhibitor: 0; SENP8 block-2: 3; SENP1 FRET inh: 1; SENP7 block: -1

Results for O=C1CC(/C=C/c2ccccn2)=Nc2ccccc2N1 ?
PfG6PD inh: -8; SENP6 inh: -26; SENP8 block-1: -14; UBC13 polyUb: -8; MIN6 prolif: -2; HKDC1 inhibitor: 20; SENP8 block-2: -6; SENP1 FRET inh: -6; SENP7 block: -9

What do the screens show for `O=C(O)CSc1cc(C(=O)c2ccccc2O)cn2c(=O)c3c4c(sc3nc12)CCCC4`?
PfG6PD inh: -28; HKDC1 inhibitor: 25; SENP8 block-2: -99; SENP1 FRET inh: -38

How did CCCOC(=O)c1ccc(NC(=O)CCOc2ccccc2)cc1 do in these assays?
PfG6PD inh: 7; SENP6 inh: 0; SENP8 block-1: 2; UBC13 polyUb: 4; MIN6 prolif: -4; HKDC1 inhibitor: -8; SENP8 block-2: 28; SENP1 FRET inh: 3; SENP7 block: 6

How did Cc1cc(C)n(CC(=O)N2CCc3ccccc32)c(=O)c1C#N do in these assays?
PfG6PD inh: 1; SENP6 inh: 10; SENP8 block-1: -6; UBC13 polyUb: -6; MIN6 prolif: -7; HKDC1 inhibitor: -4; SENP8 block-2: -17; SENP1 FRET inh: 0; SENP7 block: -3

How did C/C(CC(=O)N1CCN(C=O)CC1)=N\NC(=O)c1cc2ccccc2cc1O do in these assays?
PfG6PD inh: 58; SENP6 inh: 23; SENP8 block-1: 7; UBC13 polyUb: -23; MIN6 prolif: 0; HKDC1 inhibitor: 23; SENP8 block-2: -1; SENP1 FRET inh: -17; SENP7 block: 17

Results for CCc1ccc(NC(=S)N(Cc2cccc(Br)c2)CC2CCC(C(=O)O)CC2)cc1 (stereo not drawn) ?
PfG6PD inh: -16; SENP6 inh: -12; SENP8 block-1: -12; UBC13 polyUb: -17; MIN6 prolif: -3; HKDC1 inhibitor: -4; SENP8 block-2: 9; SENP1 FRET inh: 0; SENP7 block: -1

What do the screens show for `CCN(Cc1ccncc1)C(=O)c1ccccc1NS(=O)(=O)c1ccc(F)cc1`?
PfG6PD inh: -8; SENP6 inh: 5; SENP8 block-1: -4; UBC13 polyUb: 5; MIN6 prolif: -2; HKDC1 inhibitor: -2; SENP8 block-2: -2; SENP1 FRET inh: -3; SENP7 block: 4

What do the screens show for `Cc1ccc(/C=C2\NC(=S)NC2=O)cc1[N+](=O)[O-]`?
PfG6PD inh: 10; SENP6 inh: -4; SENP8 block-1: 1; UBC13 polyUb: -12; MIN6 prolif: -1; HKDC1 inhibitor: 10; SENP8 block-2: 11; SENP1 FRET inh: 2; SENP7 block: -4

How did CCN(CC)c1nc2c(c(=O)n(C)c(=O)n2C)n1CCCc1ccccc1 do in these assays?
PfG6PD inh: 4; SENP6 inh: 14; SENP8 block-1: 3; UBC13 polyUb: -4; MIN6 prolif: 4; HKDC1 inhibitor: -7; SENP8 block-2: 10; SENP1 FRET inh: -1; SENP7 block: -2

Results for NC(=O)C(CCCCN1CCCCC1)(c1ccccc1)c1ccccc1 ?
PfG6PD inh: 16; HKDC1 inhibitor: -4; SENP8 block-2: 6; SENP1 FRET inh: 4

How did CCC(CC)NC(=O)COC(=O)c1ccc(OCC(=O)Nc2ccccc2OC)c(OC)c1 do in these assays?
PfG6PD inh: -2; SENP6 inh: -1; SENP8 block-1: -1; UBC13 polyUb: -2; MIN6 prolif: -2; HKDC1 inhibitor: -7; SENP8 block-2: 7; SENP1 FRET inh: 2; SENP7 block: -4

How did O=C(NC(=O)c1ccccc1)OCC1CCCN2CCCCC12 (stereo not drawn) do in these assays?
PfG6PD inh: -6; SENP6 inh: -3; SENP8 block-1: 2; UBC13 polyUb: -7; MIN6 prolif: -2; HKDC1 inhibitor: -3; SENP8 block-2: 11; SENP1 FRET inh: 1; SENP7 block: 1

Results for Cc1cc2ccccc2nc1-c1ccccc1F ?
PfG6PD inh: 12; HKDC1 inhibitor: -6; SENP8 block-2: 0; SENP1 FRET inh: 0

What do the screens show for `CCCNc1nc(NCC)nc(OC)n1`?
PfG6PD inh: -7; SENP6 inh: -23; SENP8 block-1: -10; UBC13 polyUb: 5; MIN6 prolif: 3; HKDC1 inhibitor: -4; SENP8 block-2: 26; SENP1 FRET inh: -1; SENP7 block: -4

How did COc1ccc(NC(=O)c2nc[nH]c2C(=O)Nc2ccccc2C)cc1 do in these assays?
PfG6PD inh: 5; SENP6 inh: -9; SENP8 block-1: 0; UBC13 polyUb: -1; MIN6 prolif: 0; HKDC1 inhibitor: -7; SENP8 block-2: 20; SENP1 FRET inh: -1; SENP7 block: 6

How did Cc1nc(NCc2ccccc2)sc1C(=O)Nc1ccccc1 do in these assays?
PfG6PD inh: 8; SENP6 inh: -9; SENP8 block-1: -25; UBC13 polyUb: -12; MIN6 prolif: -3; HKDC1 inhibitor: 0; SENP8 block-2: -6; SENP1 FRET inh: 0; SENP7 block: -27

What do the screens show for `CN(C)CC1(c2ccccc2)CCCC1`?
PfG6PD inh: -8; SENP6 inh: 0; SENP8 block-1: -4; UBC13 polyUb: -4; MIN6 prolif: -2; HKDC1 inhibitor: -6; SENP8 block-2: 11; SENP1 FRET inh: 2; SENP7 block: 6

How did COCCn1c(=NC(=O)CCS(=O)(=O)c2ccccc2)sc2cc(C(=O)OC)ccc21 do in these assays?
PfG6PD inh: 5; SENP6 inh: -7; SENP8 block-1: 3; UBC13 polyUb: 4; MIN6 prolif: -2; HKDC1 inhibitor: -1; SENP8 block-2: -39; SENP1 FRET inh: -12; SENP7 block: 4

What do the screens show for `COCCNc1nc2nonc2nc1N1C[C@H]2CC[C@H]1C2`?
PfG6PD inh: -4; SENP6 inh: 8; SENP8 block-1: 5; UBC13 polyUb: -2; MIN6 prolif: -3; HKDC1 inhibitor: 0; SENP8 block-2: 11; SENP1 FRET inh: 3; SENP7 block: 4

How did COc1cccc(NC(=O)CSc2nnc(CN3CCOCC3)n2C)c1 do in these assays?
PfG6PD inh: 13; SENP6 inh: -7; SENP8 block-1: -5; UBC13 polyUb: 0; MIN6 prolif: -2; HKDC1 inhibitor: -1; SENP8 block-2: 9; SENP1 FRET inh: 2; SENP7 block: 4

Results for O=C(NCCCN1CCCC1=O)c1csc2ccccc12 ?
PfG6PD inh: -3; SENP6 inh: -10; SENP8 block-1: -6; UBC13 polyUb: 19; MIN6 prolif: -1; HKDC1 inhibitor: -14; SENP8 block-2: 10; SENP1 FRET inh: -1; SENP7 block: 0

How did COc1ccc(C(C(=O)NC(C)(C)C)N(Cc2cccs2)C(=O)CCC(=O)Nc2cc(C)on2)cc1 (stereo not drawn) do in these assays?
PfG6PD inh: 1; SENP6 inh: -9; SENP8 block-1: -6; UBC13 polyUb: -4; MIN6 prolif: -1; HKDC1 inhibitor: 3; SENP8 block-2: 19; SENP1 FRET inh: 1; SENP7 block: 4

How did COc1ccnc(-n2cccc2/C=N/O)c1C#N do in these assays?
PfG6PD inh: 4; SENP6 inh: -20; SENP8 block-1: 0; UBC13 polyUb: -4; MIN6 prolif: 3; HKDC1 inhibitor: 7; SENP8 block-2: 5; SENP1 FRET inh: 2; SENP7 block: 0

What do the screens show for `CC(=O)c1cccc(NC(=S)NC(=O)CC(C)C)c1`?
PfG6PD inh: -1; SENP6 inh: 11; SENP8 block-1: 8; UBC13 polyUb: 2; MIN6 prolif: -1; HKDC1 inhibitor: -2; SENP8 block-2: 12; SENP1 FRET inh: 0; SENP7 block: 0

How did CC1CCN(S(=O)(=O)c2ccc(N/N=C(/C#N)C(N)=O)cc2)CC1 do in these assays?
PfG6PD inh: -14; SENP6 inh: -8; SENP8 block-1: 0; UBC13 polyUb: -11; MIN6 prolif: -1; HKDC1 inhibitor: 4; SENP8 block-2: 24; SENP1 FRET inh: -1; SENP7 block: 1

Ordered by count of non-hydrogen atoms (lowest first): part of the list above
How did Cc1nc(NCc2ccccc2)sc1C(=O)Nc1ccccc1 do in these assays?
PfG6PD inh: 8; SENP6 inh: -9; SENP8 block-1: -25; UBC13 polyUb: -12; MIN6 prolif: -3; HKDC1 inhibitor: 0; SENP8 block-2: -6; SENP1 FRET inh: 0; SENP7 block: -27

How did COc1ccc(NC(=O)c2nc[nH]c2C(=O)Nc2ccccc2C)cc1 do in these assays?
PfG6PD inh: 5; SENP6 inh: -9; SENP8 block-1: 0; UBC13 polyUb: -1; MIN6 prolif: 0; HKDC1 inhibitor: -7; SENP8 block-2: 20; SENP1 FRET inh: -1; SENP7 block: 6

How did COc1ccc(C(C(=O)NC(C)(C)C)N(Cc2cccs2)C(=O)CCC(=O)Nc2cc(C)on2)cc1 (stereo not drawn) do in these assays?
PfG6PD inh: 1; SENP6 inh: -9; SENP8 block-1: -6; UBC13 polyUb: -4; MIN6 prolif: -1; HKDC1 inhibitor: 3; SENP8 block-2: 19; SENP1 FRET inh: 1; SENP7 block: 4
